PI4K2A block – qHTS for small molecular inhibitors of PI4K2A; Phosphatidylinositol 4-kinase type 2-alpha (Homo sapiens), Q9BTU6; purified PI4K2A, ADP-Glo luminescence, 1 h; stronger effect = lower value; activity change, negative = inhibition, % at 76.9 µM; 0.13% of 420,000 active; AID 1346378, 2018; in the data active = activity change below about -50%; inconclusive = mostly about -30% to -49%;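 note: -100% = wells without enzyme as full effect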
Target sequence (Q9BTU6 whole entry, looked up): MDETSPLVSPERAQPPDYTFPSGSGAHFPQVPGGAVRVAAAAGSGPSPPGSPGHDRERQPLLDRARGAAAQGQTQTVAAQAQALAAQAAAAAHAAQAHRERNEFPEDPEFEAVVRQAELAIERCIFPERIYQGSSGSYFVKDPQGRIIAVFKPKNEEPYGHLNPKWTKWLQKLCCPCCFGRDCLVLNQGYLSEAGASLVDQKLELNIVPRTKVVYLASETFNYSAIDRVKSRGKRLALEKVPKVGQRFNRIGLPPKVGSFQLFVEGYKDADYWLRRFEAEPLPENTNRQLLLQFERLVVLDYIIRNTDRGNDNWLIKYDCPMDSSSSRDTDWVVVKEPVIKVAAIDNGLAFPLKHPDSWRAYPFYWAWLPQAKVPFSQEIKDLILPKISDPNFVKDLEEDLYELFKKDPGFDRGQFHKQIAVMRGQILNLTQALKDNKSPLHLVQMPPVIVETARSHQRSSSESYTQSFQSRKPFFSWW
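In this quantitative HTS, ADP production by PI4K2A was quantified luminescently after 1 h at ambient temperature; 100 microM adenosine served as plate-quality control.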
RGS4 inhibitor – Inhibitors of Regulator of G Protein Signaling (RGS) 4: qHTS. Potency, µM (highest dose often 114 µM), without a hit: at the highest dose activity change, negative = inhibition, most hits filed as inhibitors. Regulator of G-protein signaling 4 (Homo sapiens), P49798. 0.039% of 390,000 active. Transcreener GDP fluorescence polarization, RGS4-accelerated GTP hydrolysis. AID 504845, 2011; note: potency is the fitted concentration of half-maximal effect; % is set by controls: 0 for no effect and ±100 for the full control effect; nearly all actives have a fitted effect of over 75% in size; some results filed as inactive show a strong effect at the top dose
Target sequence (P49798 whole entry, looked up): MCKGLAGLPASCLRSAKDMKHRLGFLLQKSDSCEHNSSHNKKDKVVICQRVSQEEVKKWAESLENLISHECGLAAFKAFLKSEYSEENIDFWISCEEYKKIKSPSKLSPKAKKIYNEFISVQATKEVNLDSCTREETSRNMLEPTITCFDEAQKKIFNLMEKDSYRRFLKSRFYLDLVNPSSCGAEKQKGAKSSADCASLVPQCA
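MLSMR compounds (23 nl, pin-transferred) preincubated 10 min at room temperature with a 500nM (2x) first reagent, then RGS4 at 900nM (2x) plus Transcreener GDP mix added; fluorescence polarization (620/688 nm) read before and after 90 min at 30 °C.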
BAZ2B block – qHTS Assay for Inhibitors of BAZ2B. Potency, µM (highest dose often 114 µM), without a hit: at the highest dose activity change, negative = inhibition, hits mostly inhibitors. AlphaScreen BAZ2B-H3K14Ac peptide displacement. AID 504333, 2011. 4.4% of 360,000 active. Bromodomain adjacent to zinc finger domain protein 2B (Homo sapiens), Q9UIF8; note: potency is the fitted concentration of half-maximal effect; % is set by controls: 0 for no effect and ±100 for the full control effect; nearly all actives have a fitted effect of over 60% in size
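Complex of BAZ2B and biotin-H3K14Ac (50 nM apiece) forms over 30 min at RT, then faces library compounds up to 110 uM for another 30 min; AlphaScreen beads added, 20 min dark incubation, luminescence read.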
12-LOX inh – Primary qHTS assay for inhibitors of human arachidonate 12S-lipoxygenase (ALOX12): Round 2 | Polyunsaturated fatty acid lipoxygenase ALOX12 (Homo sapiens), P18054 | Potency, µM (top dose mostly 108 µM), for inactives: top-dose activity change, negative = inhibition, hits mostly inhibitors | purified 12hLO, xylenol orange hydroperoxide absorbance | 1.1% of 580,000 active; note: potency is the fitted concentration of half-maximal effect; % is set by controls: 0 for no effect and ±100 for the full control effect
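Purified human 12hLO at 150 nM in 25 mM Hepes, 0.01% Triton X-100, pH 7.0, preincubated 15 min at room temperature with compound. Reaction started with 40 uM arachidonic acid, 30 min at room temperature. Hydroperoxide measured by Fe-xylenol orange, 573/405 nm absorbance ratio.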
JMJD2A Tudor – qHTS Assay for Inhibitors of JMJD2A-Tudor Domain. AlphaScreen JMJD2A-Tudor / H3K4me3 peptide binding. Potency, µM (titrated, usually from 114 µM), for inactives: at the highest dose activity change, negative = inhibition, most hits filed as inhibitors. 4.4% of 390,000 active. AID 504339, 2011; note: potency is the fitted concentration of half-maximal effect; % is set by controls: 0 for no effect and ±100 for the full control effect; nearly all actives have a fitted effect of over 50% in size
ERG Ets-DNA blk – qHTS for Small Molecule Inhibitors of the ERG Ets/DNA interaction; Potency, µM (titrated, usually from 76.9 µM), for the others: at the top dose FP activity, negative = inhibition, actives largely listed as inhibitors; AID 624246, 2012; fluorescence polarization, His-ERG Ets domain / labelled DNA; 0.028% of 370,000 active; Transcriptional regulator ERG (Homo sapiens), P11308; active = well fitted inhibition curve with a large enough effect in the polarisation, with a control signal flat; inconclusive = small, poorly fitted or top-dose-only effect, or effect the other way, or a change in a side signal; inactive = no such curve, though single readings can be large or run the other way; the % refers to the polarisation;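 note: polarization taken with two DNA probes labelled with fluorescein and Texas red; potency is the fitted concentration of half-maximal effect; % of control where 0% means no effect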
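His-tagged ERG Ets domain (1 uM in the protein solution; 300mM KCl, 50mM Tris-HCl, 1mM EDTA, 1mM DTT, pH 7.5) received compound, then a probe mix of 5 nM fluorescein-DNA and 100nM Texas-615-DNA. Fluorescence polarization was read for both dyes.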
GLS inhibitor – qHTS for Inhibitors of Glutaminase (GLS). Potency, µM (titrated, usually from 45.5 µM), for the others: top-dose activity change, negative = inhibition, actives largely listed as inhibitors. AID 624170, 2012. Glutaminase kidney isoform, mitochondrial (Homo sapiens), O94925. GLS enzymatic activity, qHTS titration. 0.21% of 410,000 active; note: potency is the fitted concentration of half-maximal effect; % is set by controls: 0 for no effect and ±100 for the full control effect
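Human kidney-isoform GLS in 45 mM KH2PO4 pH 8.2, 0.02% Tween-20, with compound, started with 1mM L-Glutamine (added stock). Glutamate oxidase/HRP/Amplex red coupled fluorescence read at start and after 30 min at RT.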
HP1b chromo inh – HTS for Inhibitors of HP1-beta Chromodomain Interactions with Methylated Histone Tails. Chromobox protein homolog 1 (Homo sapiens), P83916. Potency, µM (titrated, usually from 114 µM), inactives show top-dose activity change, negative = inhibition, hits mostly inhibitors. 0.56% of 390,000 active. AlphaScreen HP1-beta / biotin-H3K9me3 peptide binding. AID 540317, 2011; note: potency is the fitted concentration of half-maximal effect; nearly all actives have a fitted effect of over 70% in size; inactives centre near 23
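HP1-beta protein (50 nM final) preincubated 30 min at room temperature with biotinylated H3(1-18)K9me3 peptide (50 nM) in PBS pH 7.4, 0.01% Tween-20, then compound added for 30 min. AlphaScreen streptavidin donor/nickel chelate acceptor beads (10 ug/mL final), 30 min dark, luminescence read.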
G9a inh – qHTS Assay for Inhibitors of Histone Lysine Methyltransferase G9a | Histone-lysine N-methyltransferase EHMT2 (Homo sapiens), Q96KQ7 | G9a H3K9 monomethylation, AlphaScreen, 2 h | Potency, µM (doses to about 102 µM), for inactives: at the top dose activity, negative = inhibition, actives largely listed as inhibitors | 8.8% of 350,000 active; note: potency is the fitted concentration of half-maximal effect; % is set by controls: 0 for no effect and ±100 for the full control effect; nearly all actives have a fitted effect of over 75% in size
Target sequence (Q96KQ7 913-1193 limits assumed): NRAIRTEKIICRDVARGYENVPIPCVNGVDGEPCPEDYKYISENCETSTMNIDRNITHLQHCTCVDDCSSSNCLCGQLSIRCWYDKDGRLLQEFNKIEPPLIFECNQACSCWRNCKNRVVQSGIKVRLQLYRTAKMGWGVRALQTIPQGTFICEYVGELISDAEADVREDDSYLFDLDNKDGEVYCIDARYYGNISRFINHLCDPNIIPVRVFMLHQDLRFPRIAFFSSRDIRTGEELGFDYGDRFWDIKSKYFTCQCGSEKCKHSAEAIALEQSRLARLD
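Compounds were preincubated with 20 nM G9a for 15 min, after which biotinylated H3K9 peptide (500 nM) and SAM (20 uM) started a 2 h room-temperature reaction. Monomethylated product was quantified by antibody-based AlphaScreen chemiluminescence.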
The depositor's hits bear a star; [ ] = another dose, or the depositor's remark. Unless noted, calls come from the whole dose curve; as a rule, active = well fitted curve in the direction sought with a large enough effect; inconclusive = small, poorly fitted or top-dose-only effect, or another doubt; inactive = no such curve, though single readings can be large; an effect the other way counts as inactive or inconclusive.

Screening CN(C(=O)Cn1nnc(-c2ccc(S(C)(=O)=O)cc2)n1)c1ccccc1 returned PI4K2A block 2, RGS4 inhibitor 5%, BAZ2B block -9%, 12-LOX inh -13%, JMJD2A Tudor -2%, ERG Ets-DNA blk -6%, GLS inhibitor 7%, HP1b chromo inh 22% and G9a inh -21%[59 µM].
`COc1cccc(N2CCN(S(=O)(=O)c3ccc(-c4cc(C(F)(F)F)on4)s3)CC2)c1` gave PI4K2A block -2, RGS4 inhibitor 4%, BAZ2B block 5%, 12-LOX inh 0%, JMJD2A Tudor 1%, ERG Ets-DNA blk 1%, GLS inhibitor 6%, HP1b chromo inh 58%[activator] and G9a inh -2%[59 µM].
For CC1CCN(S(=O)(=O)c2cn(CC(=O)Nc3ccc(F)cc3)c(=O)c3ccccc23)CC1 the results were PI4K2A block -1, RGS4 inhibitor 21%, BAZ2B block -8%, 12-LOX inh -27%, JMJD2A Tudor -17%, ERG Ets-DNA blk 3%, GLS inhibitor 10%, HP1b chromo inh 12% and G9a inh -22%[59 µM].
For CC(C)C(=O)N1c2nc(-c3ccco3)nn2C2(CCCCC2)[C@@H]2CCCC[C@@H]21 the results were PI4K2A block -5, RGS4 inhibitor -10%, BAZ2B block inconclusive, 12-LOX inh -16%, JMJD2A Tudor -14%, ERG Ets-DNA blk -1%, GLS inhibitor 7%, HP1b chromo inh 41%[activator] and G9a inh inconclusive.
`Cc1cccnc1CN1CCN(Cc2nc(Cc3cccc(F)c3)no2)CC1` gave PI4K2A block -1, RGS4 inhibitor 9%, BAZ2B block -14%, 12-LOX inh 25%, JMJD2A Tudor -23%, ERG Ets-DNA blk -3%, GLS inhibitor 4%, HP1b chromo inh 27% and G9a inh 26%.
For NNS(=O)(=O)c1ccc2c(c1)Cc1cc(S(=O)(=O)NN)ccc1-2 the results were PI4K2A block -9, RGS4 inhibitor -16%, BAZ2B block -7%, 12-LOX inh inconclusive, JMJD2A Tudor -13%, ERG Ets-DNA blk -4%, GLS inhibitor 8%, HP1b chromo inh 11% and G9a inh 7.9µM*.
Screening COC(=O)c1ccc(C2C(C#N)=C(N)Oc3cc(N)ccc32)cc1 (stereo unspecified) returned PI4K2A block -1, RGS4 inhibitor 0%, BAZ2B block -35%, 12-LOX inh inconclusive, JMJD2A Tudor -21%, ERG Ets-DNA blk 0%, GLS inhibitor 8%, HP1b chromo inh 14% and G9a inh -11%.
Cc1cccc(NC(=O)c2c(NC(=O)c3ccccc3)sc3c2CCC3)c1 was read as PI4K2A block 2, RGS4 inhibitor -14%, BAZ2B block -1%, 12-LOX inh inconclusive, JMJD2A Tudor 21%, ERG Ets-DNA blk 5%, GLS inhibitor -7%, HP1b chromo inh 108%[activator] and G9a inh 36%[activator][59 µM].
Screening COc1ccc(S(=O)(=O)N2CC(=O)Nc3ccccc32)cc1F returned PI4K2A block -4, RGS4 inhibitor 4%, BAZ2B block -24%, 12-LOX inh -13%, JMJD2A Tudor 9%, ERG Ets-DNA blk -17%, GLS inhibitor -3%, HP1b chromo inh 45%[activator] and G9a inh 9%.
CCN(c1ccccc1)S(=O)(=O)c1ccc(OC)c(NC(=O)c2ccccc2OC)c1 was read as PI4K2A block -4, RGS4 inhibitor inconclusive, BAZ2B block -1%, 12-LOX inh -6%, JMJD2A Tudor -14%, ERG Ets-DNA blk 1%, GLS inhibitor -16%, HP1b chromo inh 20% and G9a inh -17%.

Brought forward from above: 2 entries, followed by the next part.
Screening COc1ccc(S(=O)(=O)N2CC(=O)Nc3ccccc32)cc1F returned PI4K2A block -4, RGS4 inhibitor 4%, BAZ2B block -24%, 12-LOX inh -13%, JMJD2A Tudor 9%, ERG Ets-DNA blk -17%, GLS inhibitor -3%, HP1b chromo inh 45%[activator] and G9a inh 9%.
CCN(c1ccccc1)S(=O)(=O)c1ccc(OC)c(NC(=O)c2ccccc2OC)c1 was read as PI4K2A block -4, RGS4 inhibitor inconclusive, BAZ2B block -1%, 12-LOX inh -6%, JMJD2A Tudor -14%, ERG Ets-DNA blk 1%, GLS inhibitor -16%, HP1b chromo inh 20% and G9a inh -17%.
`Cc1ccc(S(=O)(=O)Nc2c(C)[nH]c(=O)[nH]c2=O)cc1C` gave PI4K2A block 2, RGS4 inhibitor -25%, BAZ2B block 5%, 12-LOX inh -12%, JMJD2A Tudor 3%, ERG Ets-DNA blk 15%, GLS inhibitor 34%[activator], HP1b chromo inh 30% and G9a inh 25%[59 µM].
`COc1ccc2cc(OCC(=O)NNC(=O)Nc3ccc(C(C)=O)cc3)ccc2c1` gave PI4K2A block -8, RGS4 inhibitor -47%, BAZ2B block -28%, 12-LOX inh -24%, JMJD2A Tudor -16%, ERG Ets-DNA blk 6%, GLS inhibitor 7%, HP1b chromo inh 46%[activator] and G9a inh 4%.
Screening CCOC(=O)C1CCCN(C(=O)c2cc(-c3ccccc3)on2)C1 (stereo unspecified) returned PI4K2A block 5, RGS4 inhibitor 6%, BAZ2B block 0%, 12-LOX inh 14%, JMJD2A Tudor -4%, GLS inhibitor 12%, HP1b chromo inh 22% and G9a inh -16%[12.7 µM].
Screening O=C(CSc1nnnn1Cc1ccccc1)NC1CCCCC1 returned PI4K2A block 3, RGS4 inhibitor -25%, BAZ2B block -13%, 12-LOX inh -12%, JMJD2A Tudor -1%, ERG Ets-DNA blk -4%, GLS inhibitor -3%, HP1b chromo inh 38% and G9a inh 50µM*.
Screening CCOC(=O)c1cccc(NC(=O)CCNS(=O)(=O)c2cc(Br)cnc2N)c1 returned PI4K2A block 2, RGS4 inhibitor 10%, BAZ2B block -10%, 12-LOX inh -11%, JMJD2A Tudor -20%, ERG Ets-DNA blk 3%, GLS inhibitor -14%, HP1b chromo inh 25% and G9a inh 2%[59 µM].
OC(CNCc1ccco1)COc1ccccc1 (stereo unspecified) was read as PI4K2A block -3, RGS4 inhibitor -20%, BAZ2B block 18%, 12-LOX inh 441%[activator], JMJD2A Tudor -20%, ERG Ets-DNA blk -6%, GLS inhibitor 2%, HP1b chromo inh 33% and G9a inh -12%[59 µM].
For O=C(CCSc1ccccc1)NCCN1CCOCC1 the results were PI4K2A block -6, RGS4 inhibitor -16%, BAZ2B block 4%, 12-LOX inh 6%, JMJD2A Tudor 2%, ERG Ets-DNA blk -15%, GLS inhibitor -1%, HP1b chromo inh 34% and G9a inh inconclusive.
Screening Cc1cc(OCc2cc(C(=O)N3CCCCCC3)no2)cc(C)c1Cl returned PI4K2A block -4, RGS4 inhibitor -19%, BAZ2B block 40%[activator], 12-LOX inh -4%, JMJD2A Tudor 88%[activator], ERG Ets-DNA blk 2%, GLS inhibitor -12%, HP1b chromo inh 141%[activator] and G9a inh 218%[activator].
Cc1nn(-c2ccccc2)c2c1C1(C(=O)N(C(C)C)c3ccccc31)C(C#N)=C(N)O2 (stereo unspecified) was read as PI4K2A block -4, RGS4 inhibitor -11%, BAZ2B block inconclusive, 12-LOX inh -25%, JMJD2A Tudor inconclusive, ERG Ets-DNA blk 7%, GLS inhibitor 15%, HP1b chromo inh 0% and G9a inh inconclusive.
For N/C(=N\OC(=O)CCCc1ccccc1)c1cccnc1 the results were PI4K2A block -5, RGS4 inhibitor 16%, BAZ2B block 6%, 12-LOX inh -3%, JMJD2A Tudor -4%, ERG Ets-DNA blk 0%, GLS inhibitor -1%, HP1b chromo inh 39%[activator] and G9a inh -9%[59 µM].
O=C(Nc1cc2ccccc2oc1=O)c1ccccc1 was read as PI4K2A block -26, RGS4 inhibitor -5%, BAZ2B block -2%, 12-LOX inh -10%, JMJD2A Tudor 1%[11.4 µM], ERG Ets-DNA blk 5%, GLS inhibitor 1%, HP1b chromo inh 31% and G9a inh 1%.
Screening CSC1=NC2(CCCCC2)C2=C(CCCC2)N1 returned PI4K2A block -1, RGS4 inhibitor -14%, BAZ2B block 13%, 12-LOX inh inconclusive, JMJD2A Tudor -14%, GLS inhibitor 1%, HP1b chromo inh 25% and G9a inh 45µM*.
C[C@]12c3[nH]c4cc(-c5ccco5)ccc4c3CCN1C(=O)[C@@H](CC(=O)NCCc1ccccn1)C[C@@H]2C(=O)N1CCOCC1 was read as PI4K2A block -1, RGS4 inhibitor -14%, 12-LOX inh 15%, JMJD2A Tudor -35%, ERG Ets-DNA blk 8%, GLS inhibitor -5% and HP1b chromo inh 0%.
Cc1ccc(N(C)S(=O)(=O)c2cccc(C(=O)OCC(=O)N3CCCC(C)C3)c2)cc1 (stereo unspecified) was read as PI4K2A block -4, RGS4 inhibitor 6%, BAZ2B block -6%, 12-LOX inh -19%, JMJD2A Tudor -8%, ERG Ets-DNA blk -16%, GLS inhibitor 3%, HP1b chromo inh 24% and G9a inh -26%[2.33 µM].

High-throughput results deposited in PubChem by National Center for Advancing Translational Sciences (NCATS).

The list is partial; rates above refer to the full screens.
